Screening data deposited in PubChem by National Center for Advancing Translational Sciences (NCATS).
GAA inhib: alpha-glucosidase (human) inhibition. P10253. purified human GAA, 4-MU-alpha-glucoside fluorescence. Potency, µM (top dose mostly 76.9 µM), for inactives: top-dose activity change, negative = inhibition, most hits filed as inhibitors. hit rate 0.005% among 200,000. AID 1466;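 also: plate controls were uninhibited enzyme wells for no effect and no-enzyme background for full effect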
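Read-out is 4-methylumbelliferone fluorescence (Ex 365/Em 440 nm) after NaOH/glycine stop at pH 10. Enzyme 4 nM, substrate 400 uM, pH 5.0 citrate buffer, 20 min room temperature; AC50 from Hill-equation concentration-response.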
IMPase Li inh: membrane-permeable IMPase blocker, potentiated with lithium | CHO-M1 cells, IP1 TR-FRET (IP-One), carbachol + lithium | Potency, µM (doses to about 59.4 µM), without a hit: top-dose activity, negative = IMPase inhibition, usual class: inhibitors | hit rate 0.35% among 210,000 | AID 1457;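 also: IP1 builds up when IMPase is blocked and the TR-FRET signal falls; plate controls were basal vehicle for no effect and high inhibitor control for full effect; nearly all actives have a fitted effect of over 50% in size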
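CHO cells stably expressing M1 receptor (2000/well) were cultured 16–30 h, then exposed to compounds with a small lithium addition for 30 min at 37C. IP1 was measured by TR-FRET competition; AC50 from Hill fits.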
HTT ATP protect: Huntington cell model cytoprotection by ATP luminescence | PC12 HTT-Q103 induced, cytoprotection, ATP luminescence, 40 h | Potency, µM (titrated, usually from 56.4 µM), for inactives: cytoprotection (ATP increase), usual class: activators | hit rate 0.14% among 230,000;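 also: % of control where 0% means no effect; nearly all actives have a fitted effect of over 45% in size; toxic huntingtin expression switched on by the ecdysone agonist tebufenozide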
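ATP quantification (ATPlite) reports survival of PC12 cells in which tebufenozide, 100 nM final, switches on Htt exon 1 with 103 glutamines linked to GFP; compounds are titrated.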
aGlu spleen mod: lysosomal alpha-glucosidase (human) modulation; P10253; human spleen homogenate, 4-MU-alpha-glucoside fluorescence; Potency, µM (titrated, usually from 79.9 µM), without a hit: at the top dose activity change, negative = inhibition, hits mostly inhibitors; hit rate 0.006% among 240,000;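 also: 0% = enzyme with vehicle and -100% = no enzyme basal signal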
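Enzyme source: human spleen homogenate, 1 ug/well. Buffer 50 mM citric acid/K phosphate pH 5.0, 0.01% Tween-20. 4-MU-alpha-glucoside 1 mM; 37 C x 40 min; NaOH/glycine stop; fluorescence.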
GAA glycogen: alters human alpha-glucosidase cleavage of glycogen; P10253; recombinant GAA, glycogen substrate, Amplex Red glucose oxidase fluorescence; Potency, µM (series often up to 76.4 µM), for the others: at the highest dose activity change, negative = inhibition, hits mostly inhibitors; hit rate 0.38% among 300,000;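 also: 0% = full enzyme reaction and -100% = no-enzyme basal signal; the screen sought inhibitors and activators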
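qHTS, 1536-well; enzyme 4 nM final; cpd up to 77 uM; substrate bovine liver glycogen 30 ug; 50 mM citrate/phosphate pH 5.0, 0.01% Tween-20; 37 C, 40 min; Amplex Red detection 45 min RT; Hill fit → AC50.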
HttQ103 aggreg: reduces HttQ103-GFP aggregates in PC12 cells | PC12 HttQ103-GFP aggregates, Acumen cytometry, 40 h | Potency, µM (highest dose often 46.1 µM), without a hit: top-dose activity change, negative = inhibition, most hits filed as inhibitors | hit rate 1.1% among 220,000 | AID 1688; also: % is scaled to controls: 0 for no effect and ±100 for the full control effect; nearly all actives have a fitted effect of over 60% in size
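Inducible Q103 Huntingtin exon 1–GFP PC12 line, 1500 cells/well in phenol red free DMEM with 5% equine and 5% calf serum. Tebufenozide 100 nM induced expression; compounds titrated; aggregates quantified by cytometry.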
GoLoco inh red: RGS12 GoLoco-Gai1 interaction inhibition | P63096 | Gai1:RGS12 GoLoco peptide FP, rhodamine, 10 min | Potency, µM (top dose mostly 61.6 µM), for the others: top-dose activity, negative = inhibition, actives largely listed as inhibitors | hit rate 0.44% among 230,000; active = well fitted inhibition curve with a large enough effect, not every such curve was filed as active; inactive = no such curve, though single readings can be large or run the other way; also: % is scaled to controls: 0 for no effect and ±100 for the full control effect; nearly all actives have a fitted effect of over 30% in size; many of its hits are not listed in these tables
Target sequence (P63096 whole entry, looked up): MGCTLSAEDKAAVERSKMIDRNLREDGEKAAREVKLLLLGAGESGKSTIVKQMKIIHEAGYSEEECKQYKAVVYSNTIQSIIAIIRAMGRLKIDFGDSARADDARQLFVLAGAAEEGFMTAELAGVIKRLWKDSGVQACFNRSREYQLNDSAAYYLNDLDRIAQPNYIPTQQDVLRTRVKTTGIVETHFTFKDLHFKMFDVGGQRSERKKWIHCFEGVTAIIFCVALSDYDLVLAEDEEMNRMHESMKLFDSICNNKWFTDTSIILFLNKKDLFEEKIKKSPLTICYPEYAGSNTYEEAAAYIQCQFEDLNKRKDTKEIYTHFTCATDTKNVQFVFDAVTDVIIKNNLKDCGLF
* = called active by the depositor; ? = inconclusive; . = not tested or not shown; [ ] = another dose, or the depositor's remark. Unless noted, calls follow the shape of the dose curve; as a rule, active = well fitted curve in the direction sought with a large enough effect; inconclusive = small, poorly fitted or top-dose-only effect, or another doubt; inactive = no such curve, though single readings can be large; an effect the other way counts as inactive or inconclusive. Potency is read from the fitted curve at half-maximal effect.

| item | molecule | HttQ103 aggreg | GAA glycogen | GoLoco inh red | aGlu spleen mod | IMPase Li inh | HTT ATP protect | GAA inhib |
| --- | --- | --- | --- | --- | --- | --- | --- | --- |
| 1 | Cc1cc(C)n(C(=O)c2ccc(C)c(F)c2F)n1 | 7% | 14% | -11% | 1% | -1% | 14%[10 µM] | 1% |
| 2 | NC(=O)C1CCN(C(=O)CSc2nc3c(c(-c4ccccc4)n2)CCCC3)CC1 | -5% | 6% | 7% | 2% | 17%[38.3 µM] | -23%[0.074 µM] | 1% |
| 3 | Cn1c(N)c(C(=O)COC(=O)CCCN2C(=O)c3ccccc3C2=O)c(=O)n(C)c1=O | -8% | 8% | 7% | -3% | 11% | 11% | 7% |
| 4 | CC(C(=O)NC(=O)NC1CCCCC1)N1CCN(c2ccccn2)CC1 (stereo not drawn) | -6% | -7% | -7% | -13% | 0%[38.3 µM] | -13% | 1% |
| 5 | O=C(OCCN(CCOC(=O)c1ccncc1)S(=O)(=O)c1cccs1)c1ccncc1 | -4%[9.22 µM] | 11% | -8% | 0% | 2%[38.3 µM] | 7% | 5% |
| 6 | CCN(CC)C(=O)CC(c1ccc(F)cc1)c1ccco1 (stereo not drawn) | 24% | 3% | -4% | 1% | 30%[38.3 µM] | -13%[0.074 µM] | -8% |
| 7 | COc1ccc(-c2[nH]ncc2CN(CCO)CC23CC4CC(CC(C4)C2)C3)c(OC)c1 | -10%[9.22 µM] | 16% | 2% | -2% | -4% | -3%[10 µM] | -4% |
| 8 | Cc1ccc(C)c(-n2nnnc2SCC(=O)Nc2cccc(-c3nnc4n3CCCCC4)c2)c1 | ? | -2% | -2% | 5% | -1%[38.3 µM] | -34% | ? |
| 9 | O=C(O)c1ccc(N2CCCC2=O)cc1 | 6% | -3% | -15% | -1% | -5%[38.3 µM] | -12% | -4% |
| 10 | c1ccc(CCn2c(SCc3ccccc3)nnc2-c2ccncc2)cc1 | 11% | -6% | -38% | -2% | 1% | -15%[10 µM] | -3% |
| 11 | CCCCCC(=O)NC(=S)Nc1cccc(C(C)=O)c1 | 7% | -6% | 4% | 3% | 14% | -4%[10 µM] | -2% |
| 12 | CCN(CC)S(=O)(=O)c1cccc(NC(=O)CCNC(=O)c2ccc([N+](=O)[O-])cc2)c1 | 9%[9.22 µM] | -5% | -3% | 5% | . | 14%[10 µM] | . |
| 13 | C[C@@H]1NC(=O)[C@H](CCC(N)=O)NC(=O)c2cc([N+](=O)[O-])cc(I)c2NCC[C@@H](C(N)=O)NC1=O | -6% | 3% | -3% | -2% | 1% | . | -1% |
| 14 | CC(=O)c1cc(N2CCC(C(=O)O)CC2)ccc1[N+](=O)[O-] | 5% | 5% | -3% | 0% | -8% | -3% | -10% |
| 15 | COc1ccc(-c2csc3ncn(-c4cccc(C)c4)c(=O)c23)cc1OC | -4%[9.22 µM] | -1% | 12% | -1% | 8% | -12%[10 µM] | 0% |
| 16 | O=S(=O)(Nc1ccc(N2CCOCC2)nn1)c1ccccc1 | 10% | 1% | . | -7% | . | -4%[0.074 µM] | 8% |
| 17 | CCC(C)c1ccccc1NC(=O)CN1CCN(C/C=C/c2ccccc2)CC1 (stereo not drawn) | -2% | 2% | -30% | 2% | 13% | 20%[10 µM] | -14% |
| 18 | COc1ccc(NC(=S)N2C3CCC2CC(NC(=O)NC24CC5CC(CC(C5)C2)C4)C3)c(OC)c1 (stereo not drawn) | -9% | -14% | -5% | -8% | 2% | -8%[10 µM] | ? |
| 19 | CCCC(=O)NNC(=O)Nc1ccccc1 | 17% | 8% | 2% | -8% | 4%[38.3 µM] | -14% | -4% |
| 20 | O=C(CSc1n[nH]c(=O)n1-c1cccnc1)N1CCOCC1 | 7%[9.22 µM] | 8% | 6% | 2% | . | 9%[10 µM] | -1% |
| 21 | CC1(CC(=O)N/N=C/c2ccc(-c3ccc(C(=O)O)cc3)o2)OCCO1 | 8% | 3% | 0% | -8% | -19%[38.3 µM] | -26% | -4% |
| 22 | CCOC(=O)CSc1nc(C)c2ccc(C)cc2n1 | -24% | -18% | 9% | -3% | -8% | 13%[1.9 µM] | -1% |
| 23 | Cc1ccc(-c2csc3nnc(SCC(=O)Nc4cccc(C)n4)n23)cc1 | ? | 0% | 4% | 7% | 21%[38.3 µM] | 8% | -7% |
| 24 | COC(=O)c1[nH]c(C)c(/C(O)=C2\C(=O)C(=O)N(CCN3CCOCC3)C2c2ccc(C)o2)c1C (stereo not drawn) | 12%[9.22 µM] | 1% | 4% | 0% | . | 6%[10 µM] | . |
| 25 | CN(C(=O)Nc1ccc(Cl)cc1Cl)[C@H]1c2cc(Br)ccc2OC[C@H]1CO | ? | -13% | 3% | -18% | 11%[38.3 µM] | -14%[10 µM] | -9% |
| 26 | CC(C)c1onc(C(=O)Nc2cccc(O)c2)c1[N+](=O)[O-] | -15% | 4% | 0% | 1% | -2% | -34% | -5% |
| 27 | Cc1cccc(NC(=O)NCC(c2cccnc2)N2CCOCC2)c1 (stereo not drawn) | 10% | -6% | -13% | -2% | -5%[38.3 µM] | -17% | 7% |
| 28 | Cc1ccc(NCc2ccccc2O)c(C)c1 | -11% | -25% | -2% | -2% | -11% | -44%[inhibitor] | 3% |
| 29 | CC(=O)Nc1ccc(-c2cc3ccccc3o2)cc1 | 8% | 0% | -8% | 1% | -6%[38.3 µM] | -23% | 1% |
| 30 | CCCCCCCCCCCCCCCC(=O)OC(CO)CO | . | . | 0% | 7% | -3% | 0% | . |
| 31 | CCOC(=O)CN1C(=O)C(O)=C(C(C)=O)C1c1ccc([N+](=O)[O-])cc1 (stereo not drawn) | -9%[9.22 µM] | 3% | -3% | -10% | -11%[38.3 µM] | -3% | 0% |
| 32 | COC(=O)c1sc2ccccc2c1NC(=O)c1ccc(S(=O)(=O)N2CCCCC2C)cc1 (stereo not drawn) | 10% | -2% | 4% | -20% | 5% | . | -5% |
| 33 | O=S(=O)(NC(=S)NC1CCCCC1)c1ccc(Br)cc1 | 11% | ? | 3% | -1% | 1% | . | 4% |
| 34 | CCCCN1C(=O)N(c2nnc(C(C)(C)C)s2)C(O)C1c1ccc(C)cc1 (stereo not drawn) | 19%[9.22 µM] | -11% | 1% | 0% | . | 31%[10 µM] | -11% |
| 35 | Cc1nc(N[C@@H](Cc2ccccc2)C(=O)O)c2oc3ccccc3c2n1 | 5% | 5% | -3% | -6% | -12%[38.3 µM] | -25% | -5% |
| 36 | Cc1ccc(S(=O)(=O)NCCN=C(CN2CCOCC2)NS(=O)(=O)c2ccc(C)cc2)cc1 | 18% | 0% | 6% | 2% | -5% | -3%[10 µM] | 12% |
| 37 | CCOC(=O)Nc1nc(-c2ccc(F)cc2F)cs1 | -22% | 7% | 10% | -1% | -5% | -3%[10 µM] | 4% |
| 38 | O=C(Oc1ccc2c(=O)c(Oc3ccc4ccccc4c3)coc2c1)c1ccco1 | -26% | 3% | -10% | -5% | -1%[38.3 µM] | -27% | 4% |
| 39 | CCn1c(SCC(=O)c2ccc(C)cc2)nnc1-c1ccncc1 | -4%[1.84 µM] | 0% | -24% | -1% | 14%[38.3 µM] | -20% | -6% |
| 40 | CCN(CC)c1ccc(/C=N/Nc2cccc(C)c2)c(O)c1 | -5% | -27% | -2% | -9% | -4% | 41%[10 µM] | 1% |
| 41 | Cc1ccc(NC(=O)CN2CCCN(S(=O)(=O)c3ccc(Br)s3)CC2)cc1 | 0% | -1% | 1% | -12% | 37%[activator][38.3 µM] | 11% | -11% |
| 42 | CN(CCO)CCC(=O)NC1(C)CS(=O)(=O)CC1S(=O)(=O)O (stereo not drawn) | -17%[9.22 µM] | -7% | -4% | -1% | . | -4%[10 µM] | . |
| 43 | O=C(CSC1=NCCN1)Nc1cccc(C(F)(F)F)c1 | ? | -16% | 12% | -7% | 13% | 6%[10 µM] | -3% |
| 44 | COc1ccc(NC(=O)C(=O)NCCCn2ccnc2)cc1 | -18%[9.22 µM] | 17% | 7% | -7% | -1% | -5%[10 µM] | 3% |
| 45 | O=C(O)c1ccc(F)c(S(=O)(=O)Nc2ccccc2Cl)c1 | -6% | -4% | 1% | -7% | 22%[38.3 µM] | -12%[0.074 µM] | 0% |
| 46 | Cc1cc(=O)oc2cc(OC(C)C(=O)N3CCOCC3)ccc12 (stereo not drawn) | 1% | 1% | -18% | 3% | 17%[38.3 µM] | -1% | -4% |
| 47 | O=C(COC(=O)c1ccc(S(=O)(=O)NCc2ccco2)cc1)NC1CCCCCC1 | -6% | -4% | -10% | -1% | 16%[38.3 µM] | -4% | -2% |
| 48 | CCOC(=O)N1CCN(S(=O)(=O)c2ccc(C(=O)Nc3ccc4c(c3)C(=O)NC4=O)cc2)CC1 | -1% | 3% | -4% | -5% | ? | . | ? |
| 49 | CN(C=C1C(=O)CC(C)(C)CC1=O)CCN1CCNCC1 | -5% | -8% | 3% | -6% | 26%[38.3 µM] | -10% | -2% |
| 50 | Cc1ccc2c(c1)C1CN(C)CCC1N2C(=S)Nc1ccc(Cl)cc1Cl (stereo not drawn) | -10% | -9% | 10% | 3% | 6% | -23% | -1% |
| 51 | CC(=O)Nn1cc2c(c1-c1ccccc1)c(=O)n(C)c(=O)n2C | 7%[9.22 µM] | -6% | 12% | -5% | -7%[38.3 µM] | 2% | -5% |
| 52 | O=C(NNC(=O)c1cc(-c2ccc(Cl)cc2Cl)nc2ccccc12)Nc1ccccc1 | -12% | 4% | 13% | 4% | -2%[38.3 µM] | -54%[inhibitor] | -8% |
| 53 | C/C(CC(=O)Nc1ccc2c(c1)OCO2)=N\NC(=O)c1ccccc1N | -7%[9.22 µM] | ? | -12% | 3% | . | 3%[10 µM] | . |
| 54 | CCCCCCCC(=O)N/N=C/c1ccc([N+](=O)[O-])o1 | -13% | 10% | 8% | 1% | -3% | -3%[10 µM] | -4% |
| 55 | COc1ccc(-c2cc(C(=O)NCc3cccs3)no2)cc1 | -1%[9.22 µM] | 3% | 4% | 2% | . | 5%[10 µM] | . |
| 56 | CCCCSCc1[nH]c(=O)[nH]c1C(=O)CCCCC(=O)OCC | 2% | 4% | -2% | 0% | 3% | -11%[10 µM] | 1% |

This is a subset; the hit share may differ from the screen's.
